S3 lipid droplet – qHTS Assay for Lipid Storage Modulators in Drosophila S3 Cells; 320,000 tested, 0.64% active; Drosophila S3 cells, BODIPY lipid droplet fluorescence, 18-24 h; cells fed with added oleic acid; lipid storage change, negative = inhibition, % at the top dose, mostly 46.1 µM; hits show Potency in µM; active = well fitted inhibition curve with a large enough effect in the signal ratio, with a control signal flat, not every such curve was filed as active; inconclusive = small, poorly fitted or top-dose-only effect, or effect the other way, or a change in a side signal; the % refers to the signal ratio
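Drosophila S3 cells loaded with oleic acid (400 uM, as added) and compounds at several concentrations; lipid droplets imaged by 488-nm laser-scanning cytometry, 500–530 nm intensity and object ratio to cell channel. Percent activity normalized to 20 uM Triacsin C.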
S3 lipid droplet cell count max – also measured in S3 lipid droplet; calls as there; cell number change, %; measured here: cell count max response;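 cells counted by Cell Tracker Red CMTPX staining in the red channel; peak over a dose series mostly up to 46.1 µM; percent activity relative to internal control wells on each plate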
Starred values were filed as active, the others as inactive; i = inactive; ? = inconclusive; · = not tested or not shown; [ ] = remark or other dose. % is set by controls: 0 for no effect and ±100 for the full control effect; potency is the fitted concentration of half-maximal effect. An excerpt; rates above refer to the full screens.

The opening six entries (preview)
Each structure is followed by: S3 lipid droplet, S3 lipid droplet cell count max
CCC(CC)C(=O)Oc1c(Sc2ccccc2[N+](=O)[O-])c(C)nn1C(C)(C)C
 : ?, ·
O=C(O)c1ccc(NS(=O)(=O)c2cccc3cccnc23)cc1
 : 6%, 7
COc1ccccc1N1CCN(C(=O)CN2C(=O)c3cccc4cccc(c34)C2=O)CC1
 : ?, ·
Cc1sc2ncnc(NCC3COc4ccccc4O3)c2c1C (stereo not drawn)
 : ?, ·
O=C(Nc1ccccc1Cl)c1csc(-c2cccnc2)n1
 : -8%, -9
O=C1NC(Cc2ccccc2)c2nc3ccc(Cl)cc3c(=O)n2-c2cc(Cl)ccc21 (stereo not drawn)
 : ?, ·

The list itself, from the start:
Each structure is followed by: S3 lipid droplet, S3 lipid droplet cell count max
CCC(CC)C(=O)Oc1c(Sc2ccccc2[N+](=O)[O-])c(C)nn1C(C)(C)C
 : ?, ·
O=C(O)c1ccc(NS(=O)(=O)c2cccc3cccnc23)cc1
 : 6%, 7
COc1ccccc1N1CCN(C(=O)CN2C(=O)c3cccc4cccc(c34)C2=O)CC1
 : ?, ·
Cc1sc2ncnc(NCC3COc4ccccc4O3)c2c1C (stereo not drawn)
 : ?, ·
O=C(Nc1ccccc1Cl)c1csc(-c2cccnc2)n1
 : -8%, -9
O=C1NC(Cc2ccccc2)c2nc3ccc(Cl)cc3c(=O)n2-c2cc(Cl)ccc21 (stereo not drawn)
 : ?, ·
COc1ccc2cc3cc(C(=O)N4CCN(C5CCCCC5)CC4)oc3nc2c1
 : ?, ·
Cc1cccc(C)c1NC(=O)COC(=O)c1c(C)nn(-c2ccccc2)c1C
 : ?, ·
COC(=O)c1sccc1NC(=O)Nc1ccc(C)cc1
 : -10%, 1
COc1ccc(C(=O)NCCSc2ccc(C)cc2)cc1
 : 15%, -4
COc1cccc(Nc2cc(N3CCOCC3)c3nonc3c2[N+](=O)[O-])c1
 : ?, ·
Cc1cc(-c2ccc(Br)cc2)n[nH]1
 : -4%[9.22 µM], -4
CC(C)(C)C(=O)Nc1nnc(CSCc2ccccc2F)s1
 : ?, ·
CC(C)CNC(=S)NNC(=O)c1csc2c1CCC(C)C2 (stereo not drawn)
 : i, ·
CN1C(=O)C(O)(c2nnc(-c3ccccc3)o2)c2ccccc21 (stereo not drawn)
 : -2%, 22
COC(=O)[C@]1(S(=O)(=O)c2ccccc2)C[C@@H]2ON=C(c3ccc(OC)cc3)[C@@H]2C1
 : 17%, 7
CC(C)CC(NC(=O)c1ccco1)C(=O)Nc1ccc2c(c1)OCCO2 (stereo not drawn)
 : ?, ·
CC1CCc2nn(CC(=O)NC3CCCC(C)C3C)cc2C1 (stereo not drawn)
 : i, ·
NC(=O)c1cc[n+](CC(=O)c2ccc(NC(=O)c3ccccc3)cc2)cc1
 : ?, ·
O=C(COC(=O)c1cccs1)c1ccc2ccccc2c1
 : 4%, 1
CN(Cc1ccccc1)C(=O)CN1C(=O)c2ccccc2C1=O
 : 13%, 30
Cc1ccc(C)c(S(=O)(=O)N2CCN(C(=O)c3ccc4ccccc4n3)CC2)c1
 : ?, ·
CC(=O)c1c(O)c2ccccc2n(Cc2ccccc2)c1=O
 : ?, ·
O=C(NCCCN1CCN(c2cccc(Cl)c2)CC1)c1cccc(N2CCCC2=O)c1
 : 12%, 3
COc1ccc(NC(=O)CN(C)C(=O)c2cc(-c3cccs3)nn2-c2ccccc2)cc1
 : ?, ·
O=C(NCc1ccco1)c1ccc2c(c1)C(=O)N(C1CCCCC1)C2=O
 : ?, ·
CCOC(=O)c1oc2ccccc2c1NC(=O)COc1ccc(F)cc1
 : i, ·
Cc1cccc(-n2nc(CC#N)c(C#N)c2N)c1
 : ?, ·
COc1ccccc1N1CCN(C2CCCN(C(=O)CCC(C)=O)C2)CC1 (stereo not drawn)
 : -4%, -10
C[C@@H](C(=O)Nc1cccc(S(=O)(=O)N2CCOCC2)c1)N1C(=O)C2CC=CCC2C1=O (stereo partly drawn)
 : 4%[9.22 µM], 13
Cc1ccc(C(CC(=O)N2CCCC2)c2ccccc2)c(O)c1C (stereo not drawn)
 : i, 0
CC12c3ccccc3C(c3ccccc31)C1C(=O)N(Cc3cccnc3)C(=O)[C@H]12 (stereo partly drawn)
 : 11%, 3
COc1ccccc1OCC(=O)NCCc1nc2ccccc2[nH]1
 : 18%, 3
OCc1ccccc1N=c1ssnc1Cl
 : 21%, 4
O=C(c1ccc(OC2CCN(Cc3cccc(OCCO)c3)CC2)cc1)N1CCCC1
 : ?, ·
O=C1CS/C(=N/N=C/c2ccco2)N1Cc1ccc(F)cc1
 : ?, ·
CCN(CC)CCCNC(=O)CCC(=O)Nc1ccc2nc(N3CCCCC3)cc(C)c2c1
 : 6%, 2
CCS(=O)(=O)c1nc2ccccc2n1Cc1ccccc1Cl
 : i, ·
COC(=O)C1=C(C)N(C)C(=S)NC1c1cc(OC)ccc1OC (stereo not drawn)
 : 3%, 13
COc1ccc(CCN(C)C(=O)CNC(=O)c2ccc3c(c2)OCO3)cc1OC
 : ?, ·

3 compounds from above, ordered by formula weight, largest number first.
Each structure is followed by: S3 lipid droplet, S3 lipid droplet cell count max
Cc1ccc(C)c(S(=O)(=O)N2CCN(C(=O)c3ccc4ccccc4n3)CC2)c1
 : ?, ·
Cc1sc2ncnc(NCC3COc4ccccc4O3)c2c1C (stereo not drawn)
 : ?, ·
Cc1ccc(C(CC(=O)N2CCCC2)c2ccccc2)c(O)c1C (stereo not drawn)
 : i, 0

Remaining list, next part.
Each structure is followed by: S3 lipid droplet, S3 lipid droplet cell count max
O=C(CSc1nnc(CN2CCOCC2)n1-c1ccc(Cl)cc1)Nc1ccc2c(c1)OCO2
 : ?, ·
Cn1c(=NC(=O)c2ccc3c(c2)OCCO3)sc2cc(S(C)(=O)=O)ccc21
 : 2%, 12
O=C(CSCc1ccc(F)cc1)NC1CCCC1
 : ?, ·
COc1cc(C(=O)OCC(=O)N(CC(C)C)C2CCS(=O)(=O)C2)ccc1OCC(C)C (stereo not drawn)
 : -12%[0.0737 µM], ·
Cc1c(NC(=O)c2cc(-c3ccccc3O)on2)c(=O)n(-c2ccccc2)n1C
 : ?, ·
COc1ccccc1Nc1nc(N)nc(CSCCO)n1
 : i, ·
COc1ccc(NC(=O)N2CCC(n3cnc4ccccc43)CC2)cc1
 : ?, ·
CCN(CC(=O)Nc1ccc(OC)cc1)C(=O)CSCC(=O)Nc1ccc(C)cc1
 : ?, ·
Cc1ccccc1NC(=O)Nc1ccccc1N1CCCCC1
 : -4%, 15
Cc1cc(NS(=O)(=O)c2ccc(NC(=O)Cc3ccccc3)cc2)nc(C)n1
 : ?, ·
COc1ccc(C(=O)NCc2ccc(Cl)cc2)cc1S(=O)(=O)N1CCCC1
 : ?, ·
COc1cccc(C(=O)Nc2ccc(-n3nncc3C(C)(C)C)cc2)c1
 : 1%, 8
COc1ccc2cc(S(=O)(=O)N3CCN(C)CC3)ccc2c1
 : 5%, -15
O=C(Nc1ccc(N2CCOCC2)c(S(=O)(=O)Nc2ccccc2Cl)c1)c1ccccc1
 : ?, ·
CCn1nnnc1NCc1cccc(Cl)c1
 : ?, ·
CCOC(=O)c1c(C)n(C)c2ccc(OC)c(NC(=O)CN3CCC4(CC3)OCCO4)c12
 : ?, ·
COc1cccc(-c2nc(-c3ccccc3)no2)c1
 : ?, ·
Cc1ccc(-n2c(CNc3ccc(C)c(Cl)c3)n[nH]c2=S)cc1
 : ?, ·
CN=C1S/C(=C/c2cn(CC(=O)OC)c3ccccc23)C(=O)N1C
 : -17%, 3
CCOC(=O)c1c(O)c(O)c(C(=O)OCC)n1-c1ccccc1
 : -7%, 6
Cc1cccc(Oc2ccc(C(=O)NC3CCSC3=O)cn2)c1C (stereo not drawn)
 : ?, ·
COc1cc2c(cc1NC(=O)CSc1nc3cc(Cl)ccc3s1)oc1ccccc12
 : ?, ·
Cc1cccn2c(=O)c3cc(S(=O)(=O)c4ccccc4)c(=N)n(CC4CCCO4)c3nc12 (stereo not drawn)
 : ?, ·
COc1cc2c(cc1OC)[C@@H]1Cc3ccc(OC)c(OC)c3CN1CC2
 : ?, ·
O=C(COc1ccc(Br)cc1CO)Nc1ccc(F)cc1
 : i, -12
O=C(COC(=O)C1CCN(S(=O)(=O)c2cccs2)CC1)c1ccccc1
 : ?, ·
Cc1ccc(OCC(=O)N/N=C/c2cccc3cccnc23)cc1
 : ?, ·
COc1ccc(C(=O)Nc2ccc3c(c2)CCCN3C(=O)c2cccs2)c(OC)c1
 : i, -15
COc1cc(CN2CCCCCC2)cc(OC)c1
 : ?, ·
O=C(c1ccc2oc(CCc3ccccc3)nc2c1)N1CCC(O)CC1
 : i, -3
CSc1nc2ccc(S(=O)(=O)N3CCOCC3)cc2s1
 : ?, ·
COc1ccc(-n2c(C)nc(=O)c(-c3ccccc3)c2C)cc1
 : 2%, -1
CC(C)C(NC(=O)c1ccccc1NC(=O)c1ccccc1)C(=O)NCCCn1ccnc1 (stereo not drawn)
 : ?, ·
O=C(Cc1noc2ccccc12)Nc1ccc(Cl)cc1
 : ?, ·
Clc1cc(NCc2cccs2)ccc1N1CCOCC1
 : -3%, ·
CN(C)c1ccc(/C=N/NC(=O)c2ccccn2)cc1
 : -21%, -11
Cc1cc(C)cc(C(=O)NCC(=O)OCC(=O)NCc2ccco2)c1
 : ?, ·
Cc1oc2ccc(Br)cc2c(=O)c1-c1nn[nH]n1
 : ?, ·
c1ccc(-c2cccc(-c3ccccc3)n2)cc1
 : 13%, 13
CCOC(=O)CSc1nc(-c2ccccc2)ns1
 : ?, ·
CCOC(=O)C1=C(CSc2nnnn2C)N(C)C(=O)NC1c1ccccc1 (stereo not drawn)
 : i, 21
COc1cc(/C=C2/CCCC(C(=O)C(F)(F)F)=C2O)ccc1O
 : 2%, 11
COc1ccc(CN(C(=O)CO/N=C/c2ccccc2)c2ccccc2C(=O)O)cc1
 : -19%, -17
COc1ccc(S(=O)(=O)Nc2ccc(Oc3ccsc3C(=O)O)cc2)cc1
 : -9%, 8
COc1ccccc1C(=O)Nc1ccnn1C1CCN(Cc2cnc(N(C)C)s2)CC1
 : -8%, -7
CC(=O)Nc1ccc(O)c(-c2nc3ccccc3s2)c1
 : ?, ·
CCOC(=O)Cn1c(=O)oc2cc(S(=O)(=O)Nc3ccc(N(CC)CC)cc3C)ccc21
 : ?, ·
O=C(NCc1cccnc1)c1ccc(Cl)c(Cl)c1
 : ?, ·
Cc1cc(Cl)c(S(=O)(=O)N/N=C/c2ccc3c(c2)OCO3)c(Cl)c1
 : -16%, -14
CSc1ccccc1OCc1cc(C(=O)N(C)Cc2cc(C)[nH]n2)no1
 : -12%, -2

The list continues:
Each structure is followed by: S3 lipid droplet, S3 lipid droplet cell count max
CSc1ccc(Cl)c(C(=O)OCC(=O)Nc2ccccc2OC(F)F)c1
 : 25%, ·
O=C(Nc1ccc(NC(=O)c2ccco2)cc1)c1ccco1
 : ?, ·
CCN1CCN(CCNC(=O)c2ccc(/C=C3\Sc4ccccc4N(Cc4ccccc4F)C3=O)cc2)CC1
 : ?, ·
O=C1NN(c2ccccc2)C(=O)C2C3C=CC(C4CC34)C12 (stereo not drawn)
 : -5%, ·
COc1ccc(NC(=O)CC2C(=O)N(c3cccc(OC)c3)C(=O)N2C(C)C)cc1 (stereo not drawn)
 : ?, ·
O=C(CCn1nc(-c2ccc(Cl)cc2)ccc1=O)N1CCN(c2ccccc2)CC1
 : 43%, -9
Cc1ccc(Nc2nnc(SC(C)C(=O)NC3CC3)s2)cc1 (stereo not drawn)
 : ?, ·
C/C=C/c1ccc(O)c(OC)c1
 : 15%, 16
O=C(CSc1nnnn1-c1cccc2ccccc12)NC(C(=O)O)(c1ccccc1)c1ccccc1
 : 0%, 6
COc1ccccc1CNS(=O)(=O)c1ccc2c(c1)CCCN2C(C)=O
 : ?, ·
COc1ccccc1C(=O)CSc1n[nH]c(N)n1
 : ?, ·
CCCOc1ccccc1OCC(=O)Nc1cccc(S(=O)(=O)NC2=NCCC2)c1
 : ?, ·
CCOc1ccc(C2CC(c3cccc(Cl)c3)n3nc(N)nc3N2)cc1 (stereo not drawn)
 : 17%, 10
COc1ccc(NC(=O)COC(=O)Cn2cnc3ccccc3c2=O)c(OC)c1
 : ?, ·
COc1ccc(NC(=O)CN2CCN(C(=O)C3CCCO3)CC2)c(OC)c1 (stereo not drawn)
 : ?, ·
Cc1cccc(-c2nnn(C/C(N)=N/O)n2)c1
 : 15%, 17
COc1cc(/C=C2\SC(=S)N(NS(=O)(=O)c3ccccc3)C2=O)ccc1O
 : ?, ·
N#C/C(=C/c1ccc(Cl)cc1)NC(=O)c1ccccc1
 : i, 16
CC1(C)C=Cc2c(ccc3c2OC[C@H](c2ccc(O)cc2O)C3)O1
 : ?, ·
CCCS(=O)(=O)N1CCCC(C(=O)NCCCOC(C)C)C1 (stereo not drawn)
 : ?, ·
CC(NC(=O)COc1ccc(Br)cc1)C1CCCO1 (stereo not drawn)
 : ?, ·
Cc1ccc(NC(=O)CCCNC(=O)c2ccc(Cl)cc2)cc1S(=O)(=O)N1CCCCC1
 : ?, ·
CC(=O)Nc1ccc(C2C(=O)c3ccccc3C2=O)cc1
 : -14%, -22
Cc1ccc(/C=C(\NC(=O)c2ccccc2)C(=O)OCc2ccccc2)cc1
 : ?, ·
O=C(Cc1ccccc1)Nc1nccs1
 : 11%, -15
CCC(=O)NCCN1CCN(C(=O)CC)CC1
 : -20%, 1
C/C(=N\NC(N)=O)c1ccccc1
 : 8%[9.22 µM], 8

Compound activity: PubChem BioAssay, National Center for Advancing Translational Sciences (NCATS)
